KCNH2 3.1 block: inhibitors of human KCNH2 3.1 potassium channel isoform. U2OS KCNH2 3.1, thallium flux FluxOr; hits give low values. activity change, % (tested at about 1.8 µM). AID 720553. hit rate 0.95% among 340,000;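 active means maximum activity change below -70%; inconclusive means maximum activity change from -70% to -50%; inactive means maximum activity change above -50%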;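 further: thallium influx rate constant from kinetic fluorescence after stimulation buffer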
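Thallium flux read-out: FluxOr dye with Red40 quencher in HBSS/HEPES, 45 min at RT. Rate constants from kinetic reads were normalized to positive and negative DMSO controls. Cells: U2OS virally expressing the 3.1 isoform.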
Giardia killer: kills Giardia lamblia | Giardia lamblia trophozoite viability | activity change, % at 7.66 µM, hits read low | hit rate 0.15% among 340,000 | AID 540267; in the data active means activity change below about -80%; inconclusive means between about -30% and that limit;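 further: parasites exposed to compound for two days anaerobically before the ATP read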
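Killing of trophozoites was scored by loss of ATP luminescence after a 48 hrs anaerobic exposure to compounds at 37 deg C, using 100 cells per well.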
Eya2 inh: blocks the phosphatase activity of human Eya2; recombinant Eya2, OMFP fluorescence dephosphorylation (OMFP is methylfluorescein phosphate); hit rate 0.006% among 330,000; Potency, µM (top dose mostly 76.9 µM), for inactives: at the highest dose activity, negative = inhibition, usual class: inhibitors; AID 488837; further: potency means the concentration at half of the fitted maximal effect
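Eya2 protein (added as 0.2 uM solution) was preincubated with compound for 10 min at ambient temperature in 50 mM HEPES pH 7.5, 50 mM NaCl, 5 uM MgCl2, 0.05% BSA, 1 mM DTT. OMFP (added at 50 uM) then reacted 10 min; fluorescence read at 485/525 nm.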
GALK inh: blocks human galactokinase activity. P51570. Purified GALK, Kinase-Glo residual ATP luminescence. Potency, µM (doses to about 57.5 µM), for inactives: at the top dose activity change, negative = inhibition, most hits filed as inhibitors. hit rate 0.007% among 270,000. AID 1868; further: potency means the concentration at half of the fitted maximal effect
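The enzyme phosphorylates galactose (100 uM) using ATP (35 uM); inhibition is detected as higher residual ATP, quantified by bioluminescence after 1 h reaction at room temperature, pH 8.0.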
PKM2 act: activators of human pyruvate kinase M2; purified PKM2, Kinase-Glo ATP luminescence, activation; response scale: 0% is enzyme alone, no compound; Potency, µM (highest dose often 57.5 µM), for inactives: top-dose activation, actives largely listed as activators; hit rate 0.34% among 260,000; further: potency means the concentration at half of the fitted maximal effect; nearly all actives have a fitted effect of over 55% in size
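hPK-M2, >95% pure; 0.1 mM ADP / 0.5 mM PEP final; imidazole pH7.2 buffer w/ 7 mM MgCl2, 50 mM KCl; 1 h RT; Kinase-Glo lum. Intermediate enzyme activity for dual inhibitor/activator qHTS.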
Coupling enz: coupling enzyme interference in Giardia aldolase counter-screen; coupling enzyme system counterscreen, AmpLite Red fluorescence; activity change, negative = inhibition, % at 58.2 µM, hits read low; hit rate 0.67% among 290,000; in the data active means activity change below about -30%
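Activity here indicates interference with the coupling reaction, not aldolase inhibition. Compounds at 57.5 uM final met coupling enzymes for 10 min at RT; substrate and AmpLite Red detection followed, with a 525/598 nm fluorescence read after 20 min.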
USP2a block: inhibitors of human ubiquitin-specific protease USP2a | O75604 | hit rate 0.01% among 330,000 | AID 463254 | USP2 core, Ub-CHOP2 coupled fluorogenic reporter, 485/531 | Potency, µM (series often up to 38.3 µM), without a hit: top-dose activity change, negative = inhibition, most hits filed as inhibitors;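 further: potency means the concentration at half of the fitted maximal effect; plate controls were DMSO wells for no effect and full inhibition by NEM control for full effect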
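Cell-free coupled assay: 10nM USP2 core preincubated 30min RT with compound in Tris-HCl pH 8.0/CaCl2/CHAPS buffer, then 25nM Ub-CHOP2 and 25nM reporter substrate; fluorescence (Ex 485/Em 531) read after 60min RT, normalized to NEM inhibition, concentration-response curves fitted.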
hERG WT inh: KCNH2 (human, wildtype) channel inhibition; U2OS, BacMam KCNH2, thallium flux FluxOr; hits give low values; activity change, % at 1.84 µM; hit rate 0.37% among 340,000;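 active means maximum activity change below -70%; inconclusive means maximum activity change between -70% and -50%; inactive means maximum activity change above -50%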
Target sequence (Q12809 whole entry, looked up): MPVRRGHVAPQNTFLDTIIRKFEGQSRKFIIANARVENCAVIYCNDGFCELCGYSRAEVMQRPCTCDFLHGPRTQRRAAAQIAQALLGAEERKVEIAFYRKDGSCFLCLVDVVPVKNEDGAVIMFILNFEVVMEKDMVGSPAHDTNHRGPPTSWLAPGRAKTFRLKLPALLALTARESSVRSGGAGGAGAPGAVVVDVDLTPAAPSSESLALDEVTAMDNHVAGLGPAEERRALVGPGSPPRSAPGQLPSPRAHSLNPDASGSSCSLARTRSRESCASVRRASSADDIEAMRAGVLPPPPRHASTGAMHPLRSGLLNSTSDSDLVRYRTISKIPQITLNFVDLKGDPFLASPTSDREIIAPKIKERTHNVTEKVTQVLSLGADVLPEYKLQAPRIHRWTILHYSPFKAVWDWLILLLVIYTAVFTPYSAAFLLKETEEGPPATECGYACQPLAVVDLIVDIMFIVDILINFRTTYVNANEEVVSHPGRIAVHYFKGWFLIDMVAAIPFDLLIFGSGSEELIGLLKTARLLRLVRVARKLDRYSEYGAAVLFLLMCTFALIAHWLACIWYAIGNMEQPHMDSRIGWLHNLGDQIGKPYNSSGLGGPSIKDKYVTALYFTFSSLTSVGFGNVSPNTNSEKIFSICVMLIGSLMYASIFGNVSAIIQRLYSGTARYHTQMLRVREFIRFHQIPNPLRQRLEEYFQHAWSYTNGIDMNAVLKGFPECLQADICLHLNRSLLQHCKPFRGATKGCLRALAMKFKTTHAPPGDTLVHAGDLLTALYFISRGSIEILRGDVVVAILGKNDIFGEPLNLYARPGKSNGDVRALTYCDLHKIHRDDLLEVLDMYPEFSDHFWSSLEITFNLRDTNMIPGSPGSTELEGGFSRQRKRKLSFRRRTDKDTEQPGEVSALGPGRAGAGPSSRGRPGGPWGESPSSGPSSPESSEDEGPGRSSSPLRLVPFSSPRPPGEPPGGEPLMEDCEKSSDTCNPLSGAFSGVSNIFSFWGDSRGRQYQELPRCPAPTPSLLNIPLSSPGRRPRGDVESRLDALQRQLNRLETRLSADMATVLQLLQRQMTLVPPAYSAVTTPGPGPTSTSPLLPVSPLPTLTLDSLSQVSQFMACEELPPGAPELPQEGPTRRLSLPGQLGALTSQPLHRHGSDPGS
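U2OS cells were transduced with wild-type KCNH2 virus (2.03 x 10^8 / mL) for 4 h at room temperature, then cultured overnight at 37 C. Thallium flux was read with FluxOr dye. Rate constants were normalized to DMSO controls.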
B2AR arrestin: beta2AR (human) beta-arrestin recruitment activity. P07550. beta-arrestin recruitment to beta2AR, cell-based reporter. Potency, µM (top dose mostly 46.1 µM), for inactives: at the highest dose activation, most hits filed as activators. hit rate 0.02% among 330,000. AID 492947;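 further: potency means the concentration at half of the fitted maximal effect; 0% = DMSO controls and full agonism = EC100 isoproterenol or metaproterenol; nearly all actives have a fitted effect of over 65% in size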
uPA generation: inhibitors of cell surface uPA generation; hit rate 0.31% among 330,000; cell surface uPA generation assay, qHTS; Potency, µM (highest dose often 38.3 µM), inactives show at the top dose activity change, negative = inhibition, hits mostly inhibitors; AID 540303; active means well fitted inhibition curve with a large enough effect; inconclusive means small, poorly fitted or top-dose-only effect; inactive means no such curve, though single readings can be large or run the other way; tested in mouse RAW 264.7 cells; further: potency means the concentration at half of the fitted maximal effect; nearly all actives have a fitted effect of over 55% in size
Chronic BCR inh: chronic active BCR signaling inhibition; ABC-DLBCL IkBa-CBG/CBR reporter, luminescence ratio, 4 h; Potency, µM (highest dose often 46.1 µM), for the others: at the top dose ratio change, negative = lower green/red ratio, hits mostly inhibitors; hit rate 0.05% among 340,000; active means well fitted inhibition curve with a large enough effect in the signal ratio, with a control signal flat, not every such curve was filed as active; inconclusive means small, poorly fitted or top-dose-only effect, or effect the other way, or a change in a side signal; the % refers to the signal ratio;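 further: potency means the concentration at half of the fitted maximal effect; plate controls were basal doxycycline-induced cells for no effect and cells given 10 µM MG132 for full effect; MG132 reads +100%, hits lower the ratio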
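TMD8 human ABC-DLBCL cells with doxycycline-inducible IκBα–green luciferase fusion and unfused red luciferase, in 0.5% FBS medium; compounds up to 46 uM, 4 h at 37C. Green/red luminescence ratio, filter-overlap corrected, fitted to concentration-response curves.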
An asterisk follows results filed as active; i = inactive; u = inconclusive; x = not tested or not shown; & = joins results of further samples; [ ] = remark or other dose. Unless noted, the call rests on the fitted dose curve; in most records, active means well fitted curve in the direction sought with a large enough effect; inconclusive means small, poorly fitted or top-dose-only effect, or another doubt; inactive means no such curve, though single readings can be large; an effect the other way counts as inactive or inconclusive. Unless noted, on the % scale 0 is the no-effect control and ±100 the full control effect.

SMILES | KCNH2 3.1 block | Giardia killer | Eya2 inh | GALK inh | PKM2 act | Coupling enz | USP2a block | hERG WT inh | B2AR arrestin | uPA generation | Chronic BCR inh
C=C(C)CSc1nc2nc(C)cc(C)n2n1 | -11 | -9 | -7% | 1% | 3% | 0 | 2% | -2 | 0.0% | -12% | u
O=[N+]([O-])c1ccc(-c2nc(Nc3ccc(O)cc3)c3ccccc3n2)cc1 | 0 | -28 | 1% | x | x | 2 | 0% | 5 | -0.4% | 5% | u
O=C(O)C1=C[C@H](c2cccs2)C[C@H](OCc2ccc(CO)cc2)O1 | 8 | -13 | 12% | -5% | 0% | 11 | 0% | -35 | -1.5% | 5% | u
O=[N+]([O-])/C=C/c1cn(Cc2ccccc2)c2ccccc12 | -5 | -13 | -1% | x | 1% | -2 | -9% | -3 | -0.4% | u | u
Cc1nnc(SCC(=O)c2ccc(Br)cc2)s1 | 5 | -5 | 1% | -2% | -1% | -1 | 2% | x | -1.0% | -10% | u
Cc1cccc(-c2nc(CS(=O)CC(=O)N3CC(C)CC(C)C3)c(C)o2)c1 (stereo unspecified) | -3 | 14 | 1% | 3% | x | 1 | 4% | -19 | 0.4% | -7% | -1%
NC(=O)C1CCN(c2nc(-c3cccs3)cs2)CC1 | x | 8 | 4%&4% | x | x | x | -2%&-2% | x | -0.1%&-1.1% | 4% | u
O=C(NCc1ccc(Cl)cc1)C1CCN(S(=O)(=O)c2ccc(N3CCCC3=O)cc2)CC1 | 2 | 1 | 3% | -9% | x | x | 2% | -1 | 0.5% | -22% | 12%
Cc1cc(NC(=O)CN2C(=O)NC(CC(C)C)C2=O)ccc1Br (stereo unspecified) | 3 | -2 | -6% | x | x | x | 2% | -8 | -1.0% | u | -10%
COc1ccc(OC(=O)c2cccc([N+](=O)[O-])c2)c(C(=O)/C=C/c2cccs2)c1 | -46 | -2 | -17% | 5% | -2% | 0 | 0% | 0 | 0.1% | -8% | u
CCCCCC(=O)Nc1cccc(C2=NOC3(C2)C[C@H](C(N)=O)N(C(=O)c2ccccc2)C3)c1 (stereo partly specified) | x | -3 | -4% | 1% | -1% | -2 | 6% | x | 0.2% | 3% | u
NC(=O)c1ccc2c(c1)OCCO2 | 10 | 32[activator] | -6% | 7% | -3% | 1 | 2% | -1 | -1.7% | -6% | 0%
CCOc1ccc(CNC(=O)CCCn2nc(C)c3c(C)n(-c4ccc(C)cc4)nc3c2=O)cc1 | 3 | -4 | -2% | 1% | x | 1 | 0% | -27 | -0.3% | 5% | -9%
COc1cc(OC)cc(C(=O)NCCS(=O)(=O)N2CCN(Cc3ccccc3)CC2)c1 | -25 | -1 | 7% | x | x | x | 0% | 3 | 0.4% | 1% | -7%
CCOC(=O)N1CCC(NCCNC(=O)c2ccccc2)CC1 | 15&8 | -7&16 | 20%&9% | -1% | -16% | 1 | 2%&1% | 12&13 | -0.1%&0.8% | 2%&-3% | 3%&2%
Cc1ccc(S(=O)(=O)c2cnc3cc(C)nn3c2N)cc1 | -10 | -26 | 6% | -1% | 27% | 1 | 0% | -1 | -0.7% | 2% | -10%
COc1ccc(N(C)S(=O)(=O)c2cccc(C(=O)N3CCN(S(=O)(=O)c4ccc(C)cc4)CC3)c2)cc1 | -10 | 6 | -9% | -3% | 2% | x | 0% | 5 | -0.8% | -3% | 0%
Cc1cc(C(=O)CSc2nnc3c(Cl)cc(Cl)cn23)c(C)n1C | -4 | 11 | 2% | 1% | 12% | -12 | 0% | -8 | -0.8% | 3% | u
COc1ccc(CCNC(=O)c2cc(C(=O)c3cc(C)ccc3O)cn(CCc3ccc(OC)cc3)c2=O)cc1 | -4 | -26 | -4% | 0% | -5% | -1 | -6% | -1 | -0.3% | 3% | 3%
COCCn1c(=O)c2ccccc2c2ccccc2c1=O | -4 | u | 5% | -1% | -11% | -5 | 4% | 3 | -0.3% | 5% | 1%
c1csc(-c2nc3ccccc3[nH]2)c1 | -2 | -7 | 1% | -3% | -19% | -4 | -2% | 1 | 2.5% | 3% | u
O=C(CN1CCN(Cc2ccc3c(c2)OCO3)CC1)Nc1ccc2c(c1)OCCO2 | 0 | -2 | -2% | 0% | -3% | 0 | 1% | 26 | -0.4% | 10% | u
O=C(CN1C(=O)C(=O)N(Cc2ccco2)C1=O)Nc1ccccc1 | 8 | 7 | 0% | x | x | x | -3% | 26 | 0.0% | 3% | -1%
CCOC(=O)c1ccc(N2CCOCC2)c(NC(=O)c2nccnc2C(=O)O)c1 | 8 | -20 | -8% | 7% | -7% | x | -6% | -3 | -0.3% | 3% | 1%
CSc1nnc(-c2cnccn2)n1C | -97* | -17 | -30% | -7% | 1% | 2 | 9% | -15 | -0.7% | x | 6%
Cc1ccc(C(=O)N2CCCC(C(F)(F)F)C2)cc1S(=O)(=O)N1CCOCC1 (stereo unspecified) | -4 | 6 | 13% | x | x | x | 0% | -4 | -0.1% | 6% | u
CC(C)(C)OC(=O)NCCCC[C@@H](C(=O)N1CCN(C(=O)OC(C)(C)C)CC1)n1cc(CCC(=O)O)nn1 | 9 | -12 | 1% | 2% | 0% | 0 | 2% | 2 | -0.2% | 5% | 8%
Cc1c([C@@H]2C[C@H]3CN(Cc4cccc(Cl)c4)C(=O)[C@]34CCCN24)cnn1C | -2 | -29 | -10% | 0% | -5% | -6 | 0% | i | 0.3% | 3% | 13%
CCOc1ccc(C(=O)CC(Sc2ccc(C)cc2)C(=O)O)cc1 (stereo unspecified) | -2 | 4 | 13% | 1% | 9% | 17 | 0% | 9 | -0.3% | -7% | u
COc1ccc(C(=O)N2CCCC(N3CCN(c4ccccc4F)CC3)C2)c(OC)n1 (stereo unspecified) | 3 | -27 | -1% | -2% | x | x | -1% | -3 | -0.2% | -2% | -12%
COc1ccc(NC(=O)c2ccc(=O)[nH]c2)cc1S(=O)(=O)N1CCCCC1 | x | x | -5% | 1% | -4% | 2 | -3% | x | -3.2% | x | 0%
CCS(=O)(=O)N1Cc2ccccc2CC1C(=O)NCC12CC3CC(CC(C3)C1)C2 (stereo unspecified) | -15 | -4 | 12% | -3% | -1% | 4 | 1% | -6 | -0.2% | 4% | u
CCN(CC)CCN1C(=O)C(=O)/C(=C(/O)c2c(C)[nH]c(C(=O)OC)c2C)C1c1cccc(OC)c1 (stereo unspecified) | 27 | 36[activator] | 16% | 11% | -2% | 4 | 0% | -1 | 0.0% | -1% | u
C=CCn1c(C)csc1=Nc1ccc(C(=O)O)cc1 | 1 | -24 | -4% | 9% | -3% | 5 | 3% | -7 | -0.2% | 2% | -2%
Cc1ccc(NC(=O)CN(C)C(=O)c2cccc(S(=O)(=O)N3CCCC3)c2)cc1 | 4 | -4 | 2% | x | x | x | 3% | 10 | 0.3% | -3% | 5%
CCOc1cc(N2CCOCC2)c(OCC)cc1NC(=O)COc1ncnc2ccc(Br)cc12 | 14 | -27 | -4% | 0% | -9% | -2 | 3% | 0 | 0.2% | 0% | -28%
O=C(CN1C(=O)NC2(CCCCC2)C1=O)Nc1cc(C(F)(F)F)ccc1N1CCCC1 | 3 | -9 | 22% | x | x | x | 3% | 5 | -0.4% | -2% | -7%
Cc1nc(NC(=O)/C=C/c2ccccc2)sc1C(=O)Nc1ccccc1Cl | 5 | -3 | -2% | -3% | 0% | -2 | 3% | 3 | 0.2% | 5% | u
O=C1OC2(CCCCC2)OC(=O)C1=CNc1nccs1 | 4 | -10 | 23% | -1% | 3% | 3 | -1% | -15 | -0.7% | 4% | -4%
CN(C)NC(=S)Nc1ccc(Cl)cc1 | 1 | -5 | -12% | 0% | 1% | -3 | 6% | 2 | u | 7% | 16%
Cc1cccc2cc(CN(Cc3nnnn3C3CCCCC3)C3CCCC3)c3nnnn3c12 | -2 | -1 | -8% | -1% | 4% | -6 | -1% | -3 | 0.3% | 0% | 7%
COc1cc(/C=N/Nc2nn3cnnc3c3ccccc23)ccc1O | 0 | 13 | 13% | 8% | -68% | -3 | -1% | 4 | -0.7% | u | u
CC(=O)N1CCN(c2ccc(NC(=O)C(c3ccccc3)c3ccccc3)cc2)CC1 | 11 | -16 | -5% | 9% | -1% | 1 | 0% | -11 | 0.0% | 0% | -5%
CCOc1ccc(/C=N/Nc2ccccn2)cc1OC | 8 | -8 | -2% | -2% | -3% | -1 | -1% | -6 | 0.5% | -7% | u

An excerpt from above in order of their number in uPA generation, smallest number first.
canonical_smiles	uPA generation
NC(=O)C1CCN(c2nc(-c3cccs3)cs2)CC1	4%
CC(C)(C)OC(=O)NCCCC[C@@H](C(=O)N1CCN(C(=O)OC(C)(C)C)CC1)n1cc(CCC(=O)O)nn1	5%
CN(C)NC(=S)Nc1ccc(Cl)cc1	7%

Compounds as they come, and some 2.4% of all compounds hit somewhere here.
